Bioassay records: PubChem, National Center for Advancing Translational Sciences (NCATS)
HCMV antiviral: blocks human cytomegalovirus replication | HFF cells, HCMV-luciferase reporter, 72 h; active compounds read low | activity change, negative = inhibition, % at 57.5 µM | 410,000 compounds, 4.5% hits | AID 1259415; in the data active = activity change below about -60%; inconclusive = no clear call, values can overlap the other calls; inactive = above about -39%
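Steps: HFFs plated, 16 h 37C; compounds added; HCMV-luciferase added to MOI 1 PFU/cell; 72 h 37C; OneGlo reagent, 5 min room temperature; luminescence read, normalized to controls.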
AMA1-RON2 inh: AMA1-RON2 (P. falciparum) interaction inhibition; Potency, µM (highest dose often 58.2 µM), without a hit: top-dose activity change, negative = inhibition, actives largely listed as inhibitors; AID 720542; AlphaScreen AMA1-biotinylated RON2 peptide binding; 360,000 compounds, 0.2% hits;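 also: potency is read from the fitted curve at half-maximal effect; 0% = vehicle wells and -100% = peptide control; nearly all actives have a fitted effect of over 45% in size; some results filed as inactive show a strong effect at the top dose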
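AMA1 (3D7) with his tag at 25 nM final met compounds first, then biotinylated RON2 peptide at 25 nM; detection used donor plus acceptor beads, 10 µg/mL apiece, read by AlphaScreen after 30 min at room temperature.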
HCV inhibitor: inhibitors of hepatitis C virus infection; Potency, µM (series often up to 41.8 µM), for the others: top-dose activity change, negative = inhibition, hits mostly inhibitors; Huh7.5.1 HCVcc-Cre infection, luciferase reporter, 44 h; 340,000 compounds, 3.4% hits; also: potency is read from the fitted curve at half-maximal effect
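Antiviral activity was scored by luciferase reporter output from cells infected with HCVcc-Cre (~0.5 moi) in presence of compound, 44 h infection period, cells seeded 1,000/well 4 h prior.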
FBPA Giardia inh: blocks Giardia fructose-bisphosphate aldolase activity. A8B2U2. purified Giardia FBPA. Potency, µM (titrated, usually from 59.6 µM), for inactives: top-dose activity, negative = inhibition, usual class: inhibitors. 290,000 compounds, 0.71% hits. AID 2451; also: potency is read from the fitted curve at half-maximal effect; nearly all actives have a fitted effect of over 55% in size
Target sequence (A8B2U2 whole entry, looked up): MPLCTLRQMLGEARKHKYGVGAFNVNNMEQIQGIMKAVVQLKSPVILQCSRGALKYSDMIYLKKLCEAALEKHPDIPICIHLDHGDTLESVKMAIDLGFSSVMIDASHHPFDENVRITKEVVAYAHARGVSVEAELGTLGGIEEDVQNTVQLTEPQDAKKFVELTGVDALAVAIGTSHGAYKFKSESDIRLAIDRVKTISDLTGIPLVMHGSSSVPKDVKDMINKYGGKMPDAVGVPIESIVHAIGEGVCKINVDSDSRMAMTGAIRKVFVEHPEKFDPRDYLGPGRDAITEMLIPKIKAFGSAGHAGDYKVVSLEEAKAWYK
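40 nM FBPA preincubated 10 min at RT with compound (up to 57.5 uM final), then substrate plus GAPDH/TPI/NAD/arsenate coupling and diaphorase/resazurin added. Fluorescence read after 20 min at RT, 525/598 nm.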
AmpC inh detg: AmpC beta-lactamase inhibition with detergent present. AmpC hydrolysis of nitrocefin, absorbance 480 nm, 0.01% Triton. Potency, µM (titrated, usually from 114 µM), for the others: at the highest dose activity change, negative = inhibition, most hits filed as inhibitors. 370,000 compounds, 0.041% hits;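 also: potency is read from the fitted curve at half-maximal effect; 0% = no-compound wells and -100% = no-enzyme wells; nearly all actives have a fitted effect of over 25% in size; some results filed as inactive show a strong effect at the top dose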
Target sequence (P00811 whole entry, looked up): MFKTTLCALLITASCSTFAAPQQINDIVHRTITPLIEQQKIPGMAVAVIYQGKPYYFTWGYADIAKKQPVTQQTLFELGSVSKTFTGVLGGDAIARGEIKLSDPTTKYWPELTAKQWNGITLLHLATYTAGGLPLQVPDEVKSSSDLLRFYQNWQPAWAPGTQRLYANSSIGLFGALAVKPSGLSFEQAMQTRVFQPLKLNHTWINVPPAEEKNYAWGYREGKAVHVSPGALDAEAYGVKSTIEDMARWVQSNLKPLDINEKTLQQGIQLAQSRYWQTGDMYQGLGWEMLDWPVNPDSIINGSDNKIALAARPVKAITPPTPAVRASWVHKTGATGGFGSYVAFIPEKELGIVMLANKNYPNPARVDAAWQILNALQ
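20 mM phosphate pH 7.0 + 0.01% (detergent screen) or 0.0001% Triton X-100; 5.3 nM AmpC reagent; cpd preinc 15 min RT; nitrocefin (800 uM stock) to start; A480 q20 s × 4 min; Activity was normalised to no-enzyme and no-compound control wells.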
Sm TGR inh: inhibitors of Schistosoma mansoni thioredoxin glutathione reductase | Q962Y6 | purified TGR, DTNB reduction, TNB absorbance 405 nm | Potency, µM (titrated, usually from 114 µM), for inactives: at the highest dose activity change, negative = inhibition, usual class: inhibitors | 360,000 compounds, 3% hits | AID 485364; also: potency is read from the fitted curve at half-maximal effect; nearly all actives have a fitted effect of over 60% in size
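Kinetic colorimetric format: TGR-catalysed, NADPH-driven DTNB reduction monitored via TNB absorbance. Enzyme dispensed at 20 nM; compound exposure 15 min at room temperature before reaction start.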
* marks the source's active call; other numbers are inactive results; ? = inconclusive; nt = not tested or not shown; [ ] = dose if it differs, or a comment. Unless noted, calls follow the shape of the dose curve; as a rule, active = well fitted curve in the direction sought with a large enough effect; inconclusive = small, poorly fitted or top-dose-only effect, or another doubt; inactive = no such curve, though single readings can be large; an effect the other way counts as inactive or inconclusive. Unless noted, % is scaled to controls: 0 for no effect and ±100 for the full control effect. The order is random (roughly 9.3% active in at least one column).

SMILES,HCMV antiviral,AMA1-RON2 inh,HCV inhibitor,FBPA Giardia inh,AmpC inh detg,Sm TGR inh
CNCCOc1ccccc1C(C)(C)C,34,-2%,20%,?,1%,-1%
O=C(CCSc1nnc2scc(-c3ccccc3)n12)NCc1ccc2c(c1)OCO2,-3,1%,-27%,-2%,-3%,-3%
O=S(=O)(c1ccc(Br)cc1)c1nc(-c2ccco2)oc1SCc1ccccc1Cl,-3,nt,nt,nt,7%,-8%
COc1ccc(S(=O)(=O)N2CCN(C)CC2)cc1,24,5%,15%,8%,-4%,4%
COc1ccc(NC(=O)COC(=O)c2ccc(S(=O)(=O)N(C)c3ccccc3OC)cc2)cc1,0,0%,19%,nt,nt,nt
CCCc1nnc(NC(=O)CCC(=O)N2CCN(c3ccccn3)CC2)s1,45,1%,24%,3%,-9%,4%
Cc1cc(N2CCN(Cc3cn(C)nc3-c3ccccc3F)CC2)cc(C)n1,-39,-15%,-9%,4%,2%,-32%
CCCN1CCN(C(=O)c2ccc(F)c(S(=O)(=O)N3CCOCC3)c2)CC1,-4,0%,-9%,nt,0%,1%
Cc1cccc(NC(=O)CN2C(=O)NC3(CCCC3)C2=O)n1,3,7%,-11%,nt,-16%,0%
Cc1ccc(C)c(OCCC(=O)OCC(=O)NCCc2ccc(S(N)(=O)=O)cc2)c1,-39,31%[activator],21%,nt,?,-2%
COc1ccc(C(=O)Nc2cc(-c3nc4ncccc4o3)ccc2C)cc1Br,-5,nt,nt,nt,-3%,-10%
Cc1ccc(-c2cc(C(=O)NCc3ccccn3)no2)cc1,72,8%,14%,-1%,?,-4%

The listing continues.
SMILES,HCMV antiviral,AMA1-RON2 inh,HCV inhibitor,FBPA Giardia inh,AmpC inh detg,Sm TGR inh
Fc1ccccc1CSc1nc2ncccc2[nH]1,19,1%,6%,-18%,?,-2%
COc1ccc(S(=O)(=O)N2CCCCC2)cc1NC(=O)C1CC(=O)N(Cc2ccco2)C1 (stereo unspecified),-17,-4%,-11%,nt,nt,nt
CCCCN(C)CCNC(=O)c1nn(-c2ccc(OC)c(Cl)c2)c(=O)c2c1c1ccccc1n2C,11,nt,nt,nt,2%,2%
Cn1c(=O)c2[nH]c(CCNC(=O)c3ccccc3)nc2n(C)c1=O,-14,11%,8%,nt,nt,nt
Cc1cc(N2C(=O)CC(Cc3ccc(Cl)cc3)C2=O)no1 (stereo unspecified),-12,1%,4%,0%,?,-2%
CCOC1(/N=C(\C)NS(=O)(=O)c2ccc(Cl)cc2)C(C)=CC(=O)C=C1C,?,8%,-1%,-2%,-2%,-13%
NC(=O)C1CCCN(S(=O)(=O)c2ccc3ccccc3c2)C1 (stereo unspecified),2,4%,9%,10%,3%,0%
COc1ccc(OC)c(S(=O)(=O)Nc2ccc(OCC(=O)O)cc2)c1,?,-4%,10%,-2%,?,0%
COc1ccc(-n2c(SCC(=O)Nc3ccc(Br)cc3)nc(O)cc2=O)cc1,-8,0%,15%,1%,7%,-35%
Cc1ccc(S(=O)(=O)CCC(=O)OCC(=O)N2c3ccccc3NC(=O)C2(C)C)cc1,-25,10%,7%,nt,-15%,0%
Cc1ccc2nc(SCC(=O)N3CCN(c4ccccc4)CC3)[nH]c2c1,3,-5%,17%,-4%,-6%,-2%
Cc1ccc(C(=O)NCc2nnc3c(C(F)(F)F)cc(Cl)cn23)o1,-9,9%,12%,1%,-2%,-7%

2 compounds drawn at random from the list so far:
SMILES,HCMV antiviral,AMA1-RON2 inh,HCV inhibitor,FBPA Giardia inh,AmpC inh detg,Sm TGR inh
COc1ccc(S(=O)(=O)N2CCCCC2)cc1NC(=O)C1CC(=O)N(Cc2ccco2)C1 (stereo unspecified),-17,-4%,-11%,nt,nt,nt
Cc1ccc2nc(SCC(=O)N3CCN(c4ccccc4)CC3)[nH]c2c1,3,-5%,17%,-4%,-6%,-2%

Further results follow:
SMILES,HCMV antiviral,AMA1-RON2 inh,HCV inhibitor,FBPA Giardia inh,AmpC inh detg,Sm TGR inh
Cc1cc(N2C(=O)C(=O)/C(=C(/O)c3ccc(F)cc3)C2c2ccc(Cl)cc2)no1 (stereo unspecified),14,1%,1%,?,-1%,0%
O=C(NCc1ccco1)C1(c2ccc(Cl)cc2)CCCC1,17,0%,11%,5%,-3%,-30%
O=S(=O)(c1ccc(NC(=S)N/N=C/c2ccc(O)c(O)c2)cc1)N1CCOCC1,9,33%[activator],1%,1%,-4%,-12%
CCC(=O)Nc1nnc(CCc2ccccc2)s1,61,2%,-3%,-1%,-4%,3%
Cc1ccc(NC(=O)CCC(=O)N2CCN(S(=O)(=O)c3ccc(C)cc3)CC2)cc1,56,-1%,7%,nt,?,-3%
COc1ccccc1NC(=S)N(CCCN(C)C)Cc1cc2cc3c(cc2[nH]c1=O)OCO3,21,-1%,-19%,0%,8%,2%
COc1ccc(Cn2c(C)nc3c(c(=O)c4ccccc4n3C)c2=O)cc1,-14,3%,1%,0%,4%,13%
O=C(N/N=C/c1cccs1)c1n[nH]c2c1CCCC2,-85*,40%[activator],-29%,1%,3%,15%
C[C@@H]1C=C[C@](Cc2ccccc2)(C(=O)O)N1C(=O)c1ccccc1,-3,2%,-67%,6%,nt,nt
S=C1NCCOCCOCCOCCOCCNC(=S)NCCOCCOCCOCCOCCN1,-9,52%[activator],15%,-19%,-12%,-19%
O=C(NCc1ccc(F)cc1)c1cc2cccc3c2n1CCS3,-70*,nt,nt,nt,9%,23%
Nc1cc(C(=O)OCC(=O)N2CCC(Cc3ccccc3)CC2)ccc1Cl,-65*,5%,0%,nt,2%,3%

The list goes on:
SMILES,HCMV antiviral,AMA1-RON2 inh,HCV inhibitor,FBPA Giardia inh,AmpC inh detg,Sm TGR inh
CCc1ccc(CNC(=O)C2CCN(S(=O)(=O)N3CCC4(CC3)OCCO4)CC2)cc1,10,-4%,-4%,1%,1%,-15%
Cc1cccc(N(CC(=O)N/N=C/c2cc([N+](=O)[O-])ccc2Cl)S(C)(=O)=O)c1C,nt,-2%,-10%,18µM*,-9%,-6%
N#Cc1c2nc3ccccc3nc2n2cc(NC(=O)c3ccc(F)cc3)ccc12,?,-3%,?,-19%,?,-23%
COC(=O)CSc1ncnc2c1sc1nc(N3CCOCC3)c3c(c12)CCCC3,42,18%,15%,4%,-2%,16%
Cc1ccc(NC(=O)COC(=O)C2=COCCO2)cc1,-19,6%,8%,1%,-5%,1%
COc1ccc(NC(=O)c2ccc(-c3ccc([N+](=O)[O-])cc3)o2)cc1OC,-72*,5%,?,-7%,-12%,-10%
Cc1c(C(N)=O)sc2ncn(CC(=O)OC(C)C)c(=O)c12,3,-4%,-10%,3%,?,11%
O=C(CN(c1ccccc1)S(=O)(=O)c1ccccc1)Nc1ccccc1C(=O)NCc1ccco1,-62*,-6%,?,-9%,-3%,0%
CCN(CC)c1ccc(/C=N/N2CCN(Cc3ccccc3)CC2)cc1,-2,?,-18%,0%,8%,1%
O=Cc1c(NC2CCCCC2)c2ccccc2[nH]c1=O,-11,-15%,-6%,0%,-12%,7%
Cc1ccc(Cl)cc1N1CCN(C(=O)CSc2nnc3n2C(C)(C)Cc2ccccc2-3)CC1,-38,-7%,?,5%,-2%,0%
COc1ccc(OC)c(-c2cc(C3CCN(C(=O)OC(C)(C)C)CC3)[nH]n2)c1,40,3%,-5%,-6%,8%,0%

The list goes on:
SMILES,HCMV antiviral,AMA1-RON2 inh,HCV inhibitor,FBPA Giardia inh,AmpC inh detg,Sm TGR inh
COC(=O)c1cc(S(=O)(=O)NCC2CCN(Cc3cccc(Cl)c3)CC2)c[nH]1,-28,3%,-8%,nt,-2%,-19%
Cc1nn(Cc2ccccc2)c(C)c1C(=O)OCC(=O)c1cc(C)n(C2CC2)c1C,?,-18%,?,0%,-1%,-14%
Cc1nnc(SCC(=O)NCc2ccccc2)[nH]c1=O,-6,14%,13%,-6%,0%,-5%
CCN(CC)CCCNC(=O)CN1C(=O)COc2ccc(S(=O)(=O)N3CCC(C)CC3)cc21,4,nt,nt,nt,6%,5%
COc1ccc(CCN2C(=O)CC(NNC(=O)c3cccc(O)c3)C2=O)cc1 (stereo unspecified),18,?,0%,0%,-4%,-9%
CC(C)c1cnc2c(c1SCC(=O)NC(C)(C)C)c(=O)n(C)c(=O)n2C,-27,nt,nt,nt,14%,0%
C=CCn1cc(Cl)c(=O)n(CC=C)c1=O,25,47%[activator],1%,6%,-8%,-20%
CN1CCCN(C(=O)c2cccc3ccccc23)CC1,14,7%,0%,-4%,?,-35%
Cn1cnnc1SCc1ccccc1,-33,2%,30%,1%,-10%,-3%
Cn1nc([N+](=O)[O-])nc1Sc1cccc2cccnc12,?,-1%,?,-14%,3%,0%
Cc1cc(-c2ccc(C)c(S(=O)(=O)N(C)c3ccc(C)c(C)c3)c2)on1,-39,nt,nt,nt,3%,6%
COc1ccc(C2=Nn3c(nnc3-c3ccccc3)SC2)cc1OC,4,-7%,-5%,3%,-1%,-1%

Next part
SMILES,HCMV antiviral,AMA1-RON2 inh,HCV inhibitor,FBPA Giardia inh,AmpC inh detg,Sm TGR inh
COc1ccc(C2C=C(Nc3ccccc3)C(=O)N2c2ccccc2)cc1OC (stereo unspecified),9,2%,-6%,-16%,-3%,-2%
O=C(Nc1nc2ccc(F)cc2s1)c1cccc(S(=O)(=O)N2CCc3ccccc32)c1,-13,-11%,?,2%,-15%,?
CCN1CCCC1CNC(=O)c1cc2cc(F)ccc2[nH]1 (stereo unspecified),59,-14%,-13%,-5%,-4%,-7%
CC1CCCCC1NC(=O)COC(=O)c1ccc2c(c1Cl)C(=O)c1ccccc1C2=O (stereo unspecified),-74*,-8%,25µM*,-4%,-9%,-16%
Cc1ccc(NC(=O)CSCc2cc(=O)n3cc(C)sc3n2)cc1,-34,7%,5%,1%,1%,-3%
CCn1ccc2cc(S(=O)(=O)N3CCC(C(=O)NCCc4ccccc4)CC3)ccc21,9,nt,nt,nt,0%,0%
CCCCSc1nnc2[nH]c(=O)cc(C)n12,-27,nt,nt,nt,6%,0%
O=C(N=Nc1c(O)[nH]c2ccc(F)cc12)C1COc2ccccc2O1 (stereo unspecified),?,-8%,1%,1%,-10%,-5%
CCn1c(=N)n(CC(=O)c2cccc([N+](=O)[O-])c2)c2ccccc21,-7,-9%,?,4%,-3%,7%
CCOC(=O)Cc1ccc(NC(=O)N2CC(C)Oc3ccc(Cl)cc32)cc1 (stereo unspecified),50,nt,nt,nt,-3%,0%
CC1OC1c1ccc(-c2ccc(C3OC3C)cc2)cc1 (stereo unspecified),-16,4%,22%,nt,nt,nt
COC(=O)c1ccc(NC(=O)CSc2nc3ccccc3c(=O)[nH]2)cc1,14,-4%,-7%,0%,2%,-17%

Going on with the list:
SMILES,HCMV antiviral,AMA1-RON2 inh,HCV inhibitor,FBPA Giardia inh,AmpC inh detg,Sm TGR inh
Cc1cc(SCC(=O)Nc2ccc(F)cc2F)nc(=O)[nH]1,11,nt,nt,nt,2%,-3%
Cc1ccc(C2(C)NC(=O)N(CC(=O)NCc3ccccc3Cl)C2=O)cc1 (stereo unspecified),-8,-9%,-2%,9%,-1%,15%
COC(=O)c1ccn(Cc2ccccc2Cl)n1,6,9%,16%,5%,2%,6%
CC[C@H](C)[C@H](NC(N)=O)C(=O)Nc1ccc2c(c1)OCO2,62,-5%,-12%,-3%,2%,-2%
Cc1cccc(OCCOCCN2CCOCC2)c1C,-12,0%,-4%,4%,?,3%
